BH1578 lux ind: inducers of Vibrio cholerae quorum light production without autoinducers, primary screen, BH1578 luxS cqsA deficient, single point. V. cholerae BH1578 lux reporter, luminescence, 6 h. activation, % at 18.7 µM. actives 0.16% (n = 350,000). AID 588436, 2011; in the data active = activation mostly above about 9.7%, no sharp cut-off; inconclusive = no clear call, values can overlap the other calls; inactive = mostly below about 3.7%; also: not every result past the cut was called active; inactives centre near 0; reference of the scale not given here
TcdB inh: TcdB glycohydrolase inhibitors, primary screen, biochemical, single point, plate reader | TcdB glycohydrolase enzymatic assay | inhibition, % at 9.99 µM | actives 0.24% (n = 350,000); in the data active = inhibition above about 10%
Anthrax LF inh2: Bacillus anthracis LF protease inhibitors, primary screen, biochemical, multiplex microsphere, MLPCN library | multiplex microsphere protease cleavage assay | Lethal factor (Bacillus anthracis), P15917 | AID 588501, 2011 | inhibition, % at 10 µM | actives 0.12% (n = 360,000); also: plate controls were buffer without enzyme for full effect and enzyme alone for no effect
Target sequence (P15917 whole entry, looked up): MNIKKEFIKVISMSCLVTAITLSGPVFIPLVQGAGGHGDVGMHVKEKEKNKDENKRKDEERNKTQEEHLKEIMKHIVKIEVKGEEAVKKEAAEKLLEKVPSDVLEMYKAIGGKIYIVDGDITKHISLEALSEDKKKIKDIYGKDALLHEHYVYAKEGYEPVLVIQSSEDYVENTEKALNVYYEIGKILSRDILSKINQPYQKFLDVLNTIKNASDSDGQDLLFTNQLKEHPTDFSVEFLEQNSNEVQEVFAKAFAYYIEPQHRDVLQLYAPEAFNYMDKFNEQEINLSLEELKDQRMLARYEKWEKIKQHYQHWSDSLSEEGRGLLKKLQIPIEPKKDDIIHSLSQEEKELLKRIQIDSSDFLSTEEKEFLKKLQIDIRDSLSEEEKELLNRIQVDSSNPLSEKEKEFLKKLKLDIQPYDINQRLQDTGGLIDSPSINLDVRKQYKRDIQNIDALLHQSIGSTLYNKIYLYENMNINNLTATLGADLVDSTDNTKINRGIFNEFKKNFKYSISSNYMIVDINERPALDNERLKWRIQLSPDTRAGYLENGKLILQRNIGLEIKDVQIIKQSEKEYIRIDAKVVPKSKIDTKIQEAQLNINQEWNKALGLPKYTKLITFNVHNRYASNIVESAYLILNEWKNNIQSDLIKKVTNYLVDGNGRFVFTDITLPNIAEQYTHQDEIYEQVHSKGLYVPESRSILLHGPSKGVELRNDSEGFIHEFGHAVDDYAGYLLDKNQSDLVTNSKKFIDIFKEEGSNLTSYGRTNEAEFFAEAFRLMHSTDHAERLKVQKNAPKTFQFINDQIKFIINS
SARS 3CLpro inh: SARS-CoV 3CLpro protease inhibitors, primary screen, biochemical, quenched FRET; Replicase polyprotein 1ab (Severe acute respiratory syndrome coronavirus), P0C6X7; recombinant SARS-CoV 3CLpro, quenched FRET peptide cleavage; inhibition, % at 6 µM; actives 0.14% (n = 290,000); in the data active = inhibition above about 12%
Y pestis TopoI: Yersinia pestis topoisomerase I inhibitors, primary screen, biochemical, cleavage product accumulation, plate reader, single point | DNA topoisomerase I (Yersinia pestis CO92) | Y. pestis Topo-I cleavage product accumulation | activity, % at 10 µM | actives 0.064% (n = 360,000) | AID 504884, 2011; in the data active = activity above about 50%, passing the limit was not always enough; inconclusive = no clear call, values can overlap the other calls; also: inactives centre near 2
CCHFV vOTU inh: CCHFV vOTU protease inhibitors, primary screen, biochemical, Pep-AMC substrate, fluorescence; Crimean-Congo hemorrhagic fever virus L polyprotein viral ovarian tumor (vOTU) protease …; inhibition, % at 11.5 µM; actives 0.55% (n = 370,000); AID 651958, 2012; in the data active = inhibition above about 30%; also: 0% = vehicle wells with enzyme and 100% = no enzyme wells
VHR inh abs: VHR1 phosphatase inhibitors, primary screen, biochemical, absorbance, uHTS | Dual specificity protein phosphatase 3 (Homo sapiens), P51452 | recombinant VHR phosphatase, pNPP absorbance | inhibition, % at 13.3 µM | actives 0.52% (n = 290,000); in the data active = inhibition above about 50%; also: some compounds called inactive have numbers as strong as hits
Target sequence (P51452 whole entry, looked up): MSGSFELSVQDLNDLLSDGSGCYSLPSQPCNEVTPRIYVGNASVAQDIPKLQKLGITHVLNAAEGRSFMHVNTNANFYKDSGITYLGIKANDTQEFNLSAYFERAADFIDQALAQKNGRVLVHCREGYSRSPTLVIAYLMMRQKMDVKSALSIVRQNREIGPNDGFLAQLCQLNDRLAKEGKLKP
BoNT A protease: BoNT/A light chain protease inhibitors, primary screen, biochemical, flow cytometry, MLPCN library; AID 588499, 2011; inhibition, % at 10 µM; actives 0.17% (n = 360,000); multiplex microsphere protease substrate cleavage; also: plate controls were buffer without enzyme for full effect and enzyme alone for no effect
PfHsp40 yeast: rescue of yeast from PfHsp40 toxicity, primary screen, S. cerevisiae, ATP luminescence. S. cerevisiae expressing PfHsp40, growth rescue. growth rescue, % at 12.5 µM. actives 0.68% (n = 340,000); in the data active = growth rescue above about 28%, passing the limit was not always enough; inconclusive = no clear call, values can overlap the other calls;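 also: yeast W303a lacking pdr1 and pdr3 grown in galactose medium; growth measured after three days at 30 °C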
SSB-PriA inh: inhibitors of Klebsiella pneumoniae PriA binding to SSB C-terminal tail, primary screen, biochemical, AlphaScreen | PriA–SSB C-terminal tail interaction (Klebsiella pneumoniae) | AlphaScreen SSBct-PriA binding, biotinylated peptide | inhibition, % at 33 µM | actives 0.6% (n = 430,000) | AID 1272365, 2023; in the data active = inhibition mostly above about 37%, no sharp cut-off; inactive = mostly below about 20%;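 also: plate controls were negative control peptide for no effect and reference peptide for full effect; strong numbers were not always called active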
The depositor's hits bear a star; i = inactive; u = inconclusive; x = not tested or not shown; & = joins results of further samples. Rule as the data show it, unless noted: active = inhibition above about 30%; inconclusive = no clear call, values can overlap the other calls; inactive = below that. The list is partial; count on the stated rates, not on these rows.

cpd	smiles	BH1578 lux ind	TcdB inh	Anthrax LF inh2	SARS 3CLpro inh	Y pestis TopoI
1	CCN(CC)S(=O)(=O)c1ccc(N2CCOCC2)c(NC(=O)COc2ccccc2)c1	i	2.6	-6	-1	18
2	CC(C)NC(=O)CC(=O)N/N=C\c1ccccc1C(=O)O	0.3	0.2	-1	-2	9
3	c1ccc(-c2nc(N3CCCC3)nc3ccccc23)cc1	-0.6	1.0	6	-1	15
4	CCOC(=O)c1c(C)[nH]c(C=O)c1Cc1cccc(Cl)c1	-0.3	1.7	-1	2	12
5	CC(C)(C)NC(=O)C1CCC(CNS(=O)(=O)c2cccc3nsnc23)CC1 (configuration not stated)	i	0.6	1	2	-6
6	O=C(NCCCO)NC(=S)c1cccc2ccccc12	-0.4	1.9	-3	-1	-5
7	CC1(C(=O)NCc2ccccc2Br)CCN1C(=O)C1(c2ccc(Cl)cc2)CC1 (configuration not stated)	i	0.9	-5	x	23
8	CCCc1nc2ccc(NC(=O)c3cccs3)cc2c(=O)n1Cc1ccc(Cl)cc1	i	1.0	0	0	-7
9	COc1ccccc1C1/C(=C(\O)c2ccc3c(c2)OCCO3)C(=O)C(=O)N1CCCn1ccnc1 (configuration not stated)	-0.2	1.7	-2	-4	6
10	COc1cc(/C=N/N2C(C)CCCC2C)cc(OC)c1O (configuration not stated)	-0.8	1.8	2	-4	3

cpd	CCHFV vOTU inh	VHR inh abs	BoNT A protease	PfHsp40 yeast	SSB-PriA inh
1	-6	13	0.5	-0.6	1
2	-7	-9	-0.1	-2.7	x
3	5	4	1.7	1.3	-31
4	-3	-3	-0.1	-0.8	-13
5	-3	15	-0.6	-1.3	-9
6	-1	-11	-1.2	0.1	-6
7	0	x	-0.1	x	x
8	10	-4	0.2	0.5	-6
9	12	9	-1.0	-0.4	x
10	-12	x	-0.6	0.7	x

Single records (already shown):
Record of COc1ccccc1C1/C(=C(\O)c2ccc3c(c2)OCCO3)C(=O)C(=O)N1CCCn1ccnc1 (configuration not stated) = BH1578 lux ind = -0.2; TcdB inh = 1.7; Anthrax LF inh2 = -2; SARS 3CLpro inh = -4; Y pestis TopoI = 6; CCHFV vOTU inh = 12; VHR inh abs = 9; BoNT A protease = -1.0; PfHsp40 yeast = -0.4; SSB-PriA inh = x
Record of CCCc1nc2ccc(NC(=O)c3cccs3)cc2c(=O)n1Cc1ccc(Cl)cc1 = BH1578 lux ind = i; TcdB inh = 1.0; Anthrax LF inh2 = 0; SARS 3CLpro inh = 0; Y pestis TopoI = -7; CCHFV vOTU inh = 10; VHR inh abs = -4; BoNT A protease = 0.2; PfHsp40 yeast = 0.5; SSB-PriA inh = -6
Record of c1ccc(-c2nc(N3CCCC3)nc3ccccc23)cc1 = BH1578 lux ind = -0.6; TcdB inh = 1.0; Anthrax LF inh2 = 6; SARS 3CLpro inh = -1; Y pestis TopoI = 15; CCHFV vOTU inh = 5; VHR inh abs = 4; BoNT A protease = 1.7; PfHsp40 yeast = 1.3; SSB-PriA inh = -31

(further entries)
cpd	smiles	BH1578 lux ind	TcdB inh	Anthrax LF inh2	SARS 3CLpro inh	Y pestis TopoI
11	CN1CCN(S(=O)(=O)c2cccc(C(=O)NCCOc3ccccc3)c2)CC1	-1.1	3.0	2	x	-9
12	Cc1cc(F)ccc1C(O)c1ncc(-c2ccc(Cl)cc2)[nH]1 (configuration not stated)	0.3	1.3	6	x	-11
13	CCCCS(=O)(=O)CC(COc1ccccc1)OC(=O)c1ccccc1 (configuration not stated)	0.6	x	2	1	18
14	CCOc1ccc(S(=O)(=O)N(C)CC(=O)NCc2ccccn2)cc1	-0.7	2.1	-2	2	2
15	CCC1CCCCN1CCNC(=O)c1[nH]c(C)c(C(C)=O)c1C (configuration not stated)	-7.7	x	-2	-3	-2
16	COc1ccc2cc(C(=O)NCC3CCCO3)[nH]c2c1 (configuration not stated)	i	0.7	4	-6	-3
17	Cn1c(=O)c2c(ncn2CC(=O)OCC(=O)Nc2cc(Cl)ccc2C#N)n(C)c1=O	0.9	0.3	7	x	-6
18	COc1cccc(CC(NC(C)=O)C(=O)NC2CCN(S(=O)(=O)c3ccc(C)cc3)CC2)c1OC (configuration not stated)	-0.6	1.8	0	2	2
19	O=C1CC[C@@H](CN(Cc2ccccn2)Cc2nc(Cc3cccc(C(F)(F)F)c3)no2)N1	-0.3	0.5	-1	5	15
20	O=C(Nc1ccc(N2CCN(C(=O)c3ccco3)CC2)cc1)c1ccc(Br)cc1	-0.4	-0.3	0	-1	0

cpd	CCHFV vOTU inh	VHR inh abs	BoNT A protease	PfHsp40 yeast	SSB-PriA inh
11	-12	x	1.8	1.9	0
12	14	x	-0.5	x	x
13	15	1	-0.5	0.0	-42
14	-2	2	-1.4	-0.9	-4
15	5	8	-1.8	-0.3	5
16	-11	5	-3.6	0.0	-1
17	-7	x	0.0	0.9	6
18	9	30	-1.3	-0.7	-4
19	-9	25	-0.8	-0.3	1
20	1	15	0.6	-1.3	-3

Carrying on:
cpd	smiles	BH1578 lux ind	TcdB inh	Anthrax LF inh2	SARS 3CLpro inh	Y pestis TopoI
21	Fc1cccc(CCN2C(=S)NC[C@@H]2CC2CCCCC2)c1	i	-5.9	-4	x	52*
22	O=C(O)Cn1c(O)c(C=Nc2ccccc2)sc1=S	-7.1	x	-2&4	-3&-2	-2&-9
23	O=C1SC(SCc2ccccc2)=N/C1=C\c1ccc(C(=O)O)cc1	0.0	4.3	-1	2	-3
24	CCCC(=O)Nc1c(-c2ccccc2)c(=O)c(C)nn1-c1ccc(C)cc1	-0.4	-2.2	5	0	-2
25	Cc1cc(C)c(OCCNC(=O)c2ccccc2Sc2ccccc2C#N)c(C)c1	-0.3	-0.2	0	5	31
26	CCN1CCSc2ccc(C(=O)NCc3ccccc3F)cc21	-0.2	-0.5	-2	-3	-12
27	COc1ccccc1NC(=O)c1cc[n+]([O-])cc1	-0.3	0.3	12	-5	0
28	Cc1c(Cl)cccc1NC(=O)CCC(=O)NNC(=O)c1ccco1	1.7	x	0	5	-3
29	Cc1ccc2c(c1C)NC(C(=O)O)C1CC=CC21 (configuration not stated)	i	1.2	u	x	10
30	CCn1cc(S(=O)(=O)Nc2cc(F)ccc2C)cn1	-0.3	0.2	2	1	-8

cpd	CCHFV vOTU inh	VHR inh abs	BoNT A protease	PfHsp40 yeast	SSB-PriA inh
21	17	27	-0.5	122*	-23
22	2&13	10&33	0.5&0.4	5.4&-0.1	-15&1
23	-5	7	-0.9	0.1	-7
24	-2	-4	0.3	0.8	-5
25	-3	8	0.3	6.7	-32
26	-122	9	-0.5	-1.9	9
27	-4	8	-4.1	-0.2	-11
28	-4	0	-1.3	-0.6	-6
29	x	-12	u	-2.2&2.0	16
30	3	-12	0.7	0.3	-5

The results go on:
cpd	smiles	BH1578 lux ind	TcdB inh	Anthrax LF inh2	SARS 3CLpro inh	Y pestis TopoI
31	O=C(Nc1cc(C(F)(F)F)ccc1N1CCOCC1)C1CCCO1 (configuration not stated)	i	0.7	0	x	2
32	O=C(CN1C(=O)C2C3C=CC(C3)C2C1=O)N1CCc2ccccc2C1 (configuration not stated)	-0.7	x	-2	0	5
33	Cc1cc(C(=O)NNc2ccc(C(C)C)cc2)n(C(C)(C)C)n1	-0.5	-4.3	-2	0	14
34	CCOc1ccc(CC(=O)Nc2cccc(-c3ccc4nnc(C)n4n3)c2)cc1	-0.6	1.0	-1	-1	22
35	CC(=O)Nc1ccc(NC(=O)CSc2nncn2C)cc1	i	0.9	4	2	4
36	CCOC(=O)C1(c2ccccc2)Oc2ccccc2C(c2ccc(OC)cc2)=C1C(=O)OC (configuration not stated)	i	-1.1	-1	x	37
37	Cc1occc1-c1nnc(SCC(=O)NC2CC2)n1C	i	-1.0	-5	2	10
38	Cc1ccc(C(=O)Nc2ccc(N3CCN(C(=O)c4ccco4)CC3)cc2)c(Cl)c1	-8.8	0.7	6	3	29
39	CC1CCCC(NC(=O)COC(=O)c2n[nH]c3ccccc23)C1C (configuration not stated)	i	0.6	-3	x	24
40	O=C1CSC(c2ccccc2)N1CC(O)c1ccc([N+](=O)[O-])cc1 (configuration not stated)	-0.2	2.3	0	0	-2

cpd	CCHFV vOTU inh	VHR inh abs	BoNT A protease	PfHsp40 yeast	SSB-PriA inh
31	9	x	0.2	-0.6	-10
32	3	3	0.2	0.8	-7
33	-6	20	-0.6	1.0	1
34	15	2	0.3	0.6	-3
35	-19	-5	1.3	0.3	4
36	7	x	-0.1	0.3	-17
37	14	14	-0.9	0.6	-8
38	-3	-25	2.5	1.7	-1
39	6	x	0.1	2.1	-5
40	-16	20	-1.0	-0.9	4

Carrying on:
cpd	smiles	BH1578 lux ind	TcdB inh	Anthrax LF inh2	SARS 3CLpro inh	Y pestis TopoI
41	O=C(COc1ccc(Cl)cc1Cl)OCn1nnc2ccccc2c1=O	-1.4	x	0	6	-1
42	CCN1CCC(=NNC(=O)c2ccc(C)c([N+](=O)[O-])c2)CC1	7.7	x	-4	10	-1
43	C[C@H](NC(=O)c1ccccc1)C(=O)Nc1nc(-c2ccccn2)cs1	2.7	0.7	-4	-1	1
44	O=C(c1ccc2nc[nH]c2c1)N1CCN(c2cccc(C(F)(F)F)c2)CC1	-1.7	0.9	-2	0	9
45	COc1ccc(Cl)cc1NC(=O)CN(C)C(=O)Cn1cnnn1	x	0.2	-8	x	-1
46	CCCC(=O)Nc1c(-c2ccccc2OC)c(=O)c2ccccc2n1C	i	0.4	-1	-4	-9
47	C[C@@H](C(=O)O)[C@H]1C[C@]1(C)[C@H](NC(=O)OCc1ccccc1)c1ccccc1	-0.5	-0.6	-7	2	-5
48	CCOc1ccc(C(=O)NCC(=O)N2CCN(c3ccccc3O)CC2)cc1	-0.4	0.0	-4	6	1
49	C=CCn1c(SCC(=O)Nc2c(C)n(C)n(-c3ccccc3)c2=O)nnc1-c1ccncc1	-0.2	0.4	3	x	3
50	CC1Sc2ccc(C(=O)OCc3ccccc3Cl)cc2NC1=O (configuration not stated)	5.6	0.3	1	x	-3
51	CC(C)c1ccc(CN2CCC(Oc3ccc(C(=O)N4CCCC4)cc3)CC2)cc1	i	0.2	-2	8	25
52	O=C(NC(=S)N1CCOCC1)C12CCC3CC(CC(C3)C1)C2	-0.4	0.1	1	7	-6
53	CCc1ccc(C(=O)NNc2ccc(F)cc2F)cc1	i	-3.7	-2	0	-4

cpd	CCHFV vOTU inh	VHR inh abs	BoNT A protease	PfHsp40 yeast	SSB-PriA inh
41	1	-9	-0.1	-0.3	-2&-9
42	12	31	-0.4	-1.8	14
43	-12	-2	-1.4	-1.3	62*
44	13	9	1.2	-1.2	1
45	6	x	-0.1	0.4	-1
46	-7	20	-0.4	-1.3	-11
47	17	-3	0.2	-0.8	-8
48	-8	-5	-1.3	-0.5	2
49	-4	x	0.0	x	x
50	11	x	2.6	-0.1	-4
51	1	6	-1.4	0.7	-1
52	-2	-1	-0.6	-0.8	-12
53	4	0	-0.2	3.8	-10

Screening results (PubChem)
